Screening results as filed in PubChem BioAssay.
AHR act = activates the human aryl hydrocarbon receptor. AHR-responsive luciferase reporter cells, luminescence. hit rate 2.5% among 320,000. P35869. activation, % at 5 µM; in the data active = activation above about 47%;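 note: 0% = vehicle wells and 100% = reference agonist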
RPL19A TOR yeast = yeast TOR pathway RPL19A-GFP modulation; percent response vs DMSO, % at 10 µM; S. cerevisiae RPL19A-GFP strain, flow cytometry, 3 h; hits give low values; hit rate 0.3% among 330,000;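 active = percent response vs DMSO below 50%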;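 note: median channel GFP fluorescence of the barcoded RPL19A-GFP strain; ratio of sample median GFP to plate DMSO average so 100% = DMSO; lower means less RPL19A-GFP as with rapamycin TOR inhibition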
AGP1 TOR yeast = yeast TOR pathway AGP1-GFP modulation; hit rate 0.02% among 320,000; S. cerevisiae AGP1-GFP multiplex flow cytometry, 3 h; GFP as percent of DMSO wells; GFP response vs DMSO, % at 10 µM; AID 2066;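 active = GFP response relative to DMSO above a set limit, near screen average plus 3 SD, cut at about 150% in these data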;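 note: median GFP channel fluorescence of the gated AGP1 strain per well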
procasp7 counter = counter-screen: procaspase-7 (human) activation. hit rate 0.093% among 330,000. recombinant procaspase-7, Ac-DEVD-pNA absorbance 405 nm; D23A/D198A/D206A triple mutant, cannot self-cleave; scale: DMSO 0, 5 µM enzyme 100. activation, % at 8.5 µM;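 active = percent activation above the screen-wide mean plus 3 SD, cut at about 25% in these data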
Target sequence (P55210 whole entry D23A/D198A/D206A): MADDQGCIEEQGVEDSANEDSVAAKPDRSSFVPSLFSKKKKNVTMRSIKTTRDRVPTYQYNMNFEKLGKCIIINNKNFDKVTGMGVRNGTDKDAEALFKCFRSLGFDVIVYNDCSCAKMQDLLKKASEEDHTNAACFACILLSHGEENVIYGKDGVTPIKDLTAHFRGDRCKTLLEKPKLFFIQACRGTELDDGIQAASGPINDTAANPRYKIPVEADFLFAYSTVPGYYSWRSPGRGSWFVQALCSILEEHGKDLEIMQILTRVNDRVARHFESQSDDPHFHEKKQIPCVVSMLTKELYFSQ
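signal = Epi-absorbance of released pNA at 405 nm, two timepoints | assay system = Uncleavable procaspase-7 mutant enzyme | reagent = Ac-DEVD-pNA substrate, 400 µM as added | times = 1 h enzyme–compound preincubation and 2 h substrate reaction, both 25 °C | benchmarks = low DMSO alone, high DMSO plus 5 µM PC-7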
LAP4 TOR yeast = yeast TOR pathway LAP4-GFP modulation; S. cerevisiae LAP4-GFP multiplex, flow cytometry GFP, 3 h; median GFP as percent of DMSO wells; GFP response vs DMSO, % at 10 µM; hit rate 0.34% among 320,000; AID 2023;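 active = GFP response vs DMSO above a set limit, about the screen mean plus 3 SD, cut at about 150% in these data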
CIT2-GFP yeast = yeast TOR pathway CIT2-GFP modulation; S. cerevisiae CIT2-GFP strain, flow cytometry, 3 h; 100 means same as DMSO wells; GFP response vs DMSO, % at 10 µM; hit rate 0.065% among 320,000; AID 2029;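 active = GFP response relative to DMSO above a set limit, near the screen mean plus 3 SD, cut at about 150% in these data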;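 note: ratio of well median GFP fluorescence to mean of DMSO wells on the plate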
proCasp3 act = procaspase-3 (human) activation; P42574; recombinant procaspase-3 D3A, Ac-DEVD-pNA absorbance 405 nm; hit rate 0.11% among 330,000; AID 463141; activation, % at 8.5 µM;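 active = activation above the mean of all tested compounds plus 3 SD, cut at about 21% in these data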;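 note: 0% = DMSO alone and 100% = DMSO wells spiked with extra 5 µM PC-3 D3A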
Target sequence (P42574 whole entry D9A/D28A/D175A): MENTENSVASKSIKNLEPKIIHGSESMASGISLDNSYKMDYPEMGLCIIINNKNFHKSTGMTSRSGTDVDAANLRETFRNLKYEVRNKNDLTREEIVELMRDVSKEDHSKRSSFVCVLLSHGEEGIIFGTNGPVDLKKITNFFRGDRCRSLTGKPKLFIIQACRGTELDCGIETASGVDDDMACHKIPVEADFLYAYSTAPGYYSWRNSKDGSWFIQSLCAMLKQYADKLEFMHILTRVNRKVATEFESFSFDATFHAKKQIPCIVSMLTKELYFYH
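Test system: Procaspase-3 D3A mutant; medium: Zinc-free HEPES/NaCl buffer with 0.01% Triton X-100 at pH 7.4; reagent: DEVD-pNA substrate; doses: one concentration, 8.5 µM nominal, 0.8% DMSO; times: 1 h preincubation plus 2 h reaction at 25 °C; signal: Epi-absorbance at 405 nm of released p-nitroaniline, 0 and 120 min; replicates: singlicate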
MEP2 TOR yeast = yeast TOR pathway MEP2-GFP modulation; S. cerevisiae MEP2-GFP strain, flow cytometry GFP, 3 h; 100% = DMSO control level; AID 2016; hit rate 0.51% among 330,000; GFP response vs DMSO, % at 10 µM;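 active = GFP response versus DMSO above a set limit, roughly screen mean plus 3 SD, cut at about 180% in these data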;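 note: median GFP fluorescence of the barcode-gated MEP2-GFP cells per well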
The depositor's hits bear a star; / = not tested or not shown. No enrichment for hits; overall some 3.5% were active at least once.

SMILES	AHR act	RPL19A TOR yeast	AGP1 TOR yeast	procasp7 counter	LAP4 TOR yeast	CIT2-GFP yeast	proCasp3 act	MEP2 TOR yeast
Cc1ccc(S(=O)(=O)NCc2ccccc2)cc1C(=O)NCc1ccccn1	1	82	82	9	80	95	9	92
O=C1NC(=O)c2cc3ccccc3cc21	34	95	89	-14	96	94	-2	99
Cc1ccc(CNC(=O)CCCN2C(=S)NC(C)(C)CC2C)cc1 (stereo not drawn)	1	103	111	5	114	100	4	102
Cc1ccc(CNC(=O)CCc2nc3ccccc3c(=O)[nH]2)cc1	10	105	108	16	103	106	-4	104
CCCn1c(C(C)C)n[nH]c1=S	0	95	95	-3	95	93	-4	95
CCc1nnc(NC(=O)CSc2nc3c(C)cccc3[nH]2)s1	4	108	106	5	99	114	-5	111
CCCCNC(=O)C1CCCN1S(=O)(=O)c1cccc2nsnc12 (stereo not drawn)	-2	100	108	1	107	106	-4	99
COCCN(C(=S)Nc1ccccc1OC)C(C)c1cccs1 (stereo not drawn)	7	98	96	-5	87	96	-7	97
O=C(Cn1cccc1C(=O)c1ccccc1)NCc1ccccc1	9	99	97	5	93	94	0	96
CCOc1ccc(NC(=O)COc2ccc(S(=O)(=O)N3CCOCC3)cc2)cc1	-1	100	99	8	99	97	8	103
CCc1ccc(OCC(=O)NC(=S)Nc2ccc(S(=O)(=O)NC3CCCCC3)cc2)cc1	3	98	94	1	94	92	-3	98
CN1CCN(c2cc(C(F)(F)F)nc(-c3ccccn3)n2)CC1	-3	95	103	4	102	94	-8	96
O=C(CSc1nc2ccccc2c(=O)n1CCCN1CCOCC1)NCCc1ccccc1	13	95	97	-3	103	102	1	93
Cc1c(C(=O)Nc2ccc3c(c2)OCCO3)oc2ccc(Br)cc12	-4	97	96	-6	96	99	3	100
Cn1cccc1/C=C1\SC(=Nc2ccc(O)cc2)NC1=O	10	103	107	-4	112	120	-8	102
COc1cc(CNCc2ccccn2)ccc1OCC(=O)NC1CCCCC1	-2	99	100	-2	97	89	6	99
COc1ccccc1OCCCc1c(C)n[nH]c1C	6	117	58	3	190*	100	-7	119
OC(c1ccccc1)c1nc2ccccc2[nH]1 (stereo not drawn)	0	105	110	-1	106	108	5	115
CC(=O)NCC(=O)OCC(=O)c1ccc(Br)cc1	0	99	99	6	89	98	3	98
O=C1[C@@H]2C(c3cccnc3)=NO[C@@H]2C(=O)N1c1ccc2ccccc2c1	9	95	105	-15	128	100	-33	99
C[C@H](NC(=O)Nc1ccccc1F)C(=O)O	1	92	100	-9	98	91	2	100
O=C(CCCc1nc(-c2ccccc2Cl)no1)NCc1cccnc1	6	100	102	14	99	103	6	101
O=C1c2cccnc2C(=O)N1Cc1cccs1	3	99	95	-9	89	102	-1	88
Cc1ccc(SCC(=O)OCC(=O)N(C)CC(=O)Nc2ccccc2Cl)cc1C	-1	103	102	-1	98	103	1	103

Single records (already shown). Screens in order: AHR act	RPL19A TOR yeast	AGP1 TOR yeast	procasp7 counter	LAP4 TOR yeast	CIT2-GFP yeast	proCasp3 act	MEP2 TOR yeast
CC(=O)NCC(=O)OCC(=O)c1ccc(Br)cc1 reads 0	99	99	6	89	98	3	98
Cc1ccc(SCC(=O)OCC(=O)N(C)CC(=O)Nc2ccccc2Cl)cc1C reads -1	103	102	-1	98	103	1	103

Other entries follow:
SMILES	AHR act	RPL19A TOR yeast	AGP1 TOR yeast	procasp7 counter	LAP4 TOR yeast	CIT2-GFP yeast	proCasp3 act	MEP2 TOR yeast
CC1CN(C(=S)Nc2ccccc2)CC(C)O1 (stereo not drawn)	1	90	86	5	86	92	0	93
Cc1cc(Cl)nc(SCC(=O)c2ccccc2)n1	61*	97	96	4	101	98	-1	96
O=C(NC1CCCC1)C(c1ccc(F)cc1)N(Cc1ccccc1)C(=O)c1csnn1 (stereo not drawn)	0	104	103	7	102	100	-1	108
CCOc1ccc(N(CC(=O)NC2CCCCC2)C(=O)CNC(=O)c2ccco2)cc1	0	101	102	2	99	102	-2	109
O=C(c1ccc(CS(=O)(=O)c2ccc(Br)cc2)o1)N1CCN(C2CCCCC2)CC1	-2	95	96	3	95	107	1	97
Cc1ccc2c(c1)C1CN(C)CCC1N2CC(=O)N(C)c1ccccc1 (stereo not drawn)	0	101	106	-2	101	105	4	104
CCOC(=O)C1=C(CNCc2ccc(C)cc2)NC(=O)NC1c1ccc(OC)cc1 (stereo not drawn)	-1	100	108	3	97	99	17	99
COc1cccc(/C=N/NC(=O)CNC(=O)CCc2ccccc2)c1O	1	100	102	3	103	105	-3	98
O=C(CSc1ncccc1-c1nc2ccccc2[nH]1)N1CCN(c2ccccc2F)CC1	8	92	112	-6	121	99	9	108
COc1cc(OC)cc(C(=O)NCC(=O)OCC(=O)/C=C2/N(C)c3ccccc3C2(C)C)c1	0	114	97	-1	113	108	0	103
CCC(C)[C@H](NS(=O)(=O)c1ccc(C)cc1)C(=O)N1CCC(C(=O)N2CCC(C(=O)OC)CC2)CC1 (stereo partly drawn)	0	93	99	0	103	90	4	109
COc1ccc(-n2nc(C(=O)NCC(=O)NC(C)C)c3ccccc3c2=O)cc1Cl	9	95	99	0	99	89	-4	98
CCOC(=O)C1=C(C)N=c2s/c(=C/c3cccc([N+](=O)[O-])c3O)c(=O)n2C1c1cc(OC)c(OC)c(OC)c1 (stereo not drawn)	8	110	90	-25	101	107	-14	111
COc1ccc(NC(=O)C2CCN(C(=O)[C@@H]3Cc4ccccc4CN3C(=O)OC(C)(C)C)CC2)cc1	3	101	103	-2	94	99	-2	104
Cc1cccc(C)c1NC(=O)C1(C)c2cccc[n+]2CC(=O)N1Cc1cccs1 (stereo not drawn)	2	104	100	-15	90	103	-7	104
Cc1cc(Cl)c(S(=O)(=O)Nc2ccc3c(c2)OCCO3)cc1OCC(N)=O	2	95	97	-2	/	89	2	112
C#CC(CO)N(CCN(Cc1ccccc1)C(C#C)CO)Cc1ccccc1 (stereo not drawn)	-2	101	98	-6	95	108	-6	94
O=C(N/N=C/c1ccccc1)c1ccc(N2CCOCC2)c([N+](=O)[O-])c1	2	109	112	1	100	115	7	103
CC(C)(C)n1nnnc1C(c1ccncc1)N(Cc1ccccc1)Cc1ccco1 (stereo not drawn)	6	98	103	0	101	101	-2	102
O=C(NCc1ccco1)C1OCCc2ccccc21 (stereo not drawn)	-1	100	104	1	104	105	-16	104
C=CCN(CC=C)C(=S)NC(=O)c1ccc(C)c(Br)c1	26	98	70	-10	102	71	-14	87
COc1ccc(CCNS(=O)(=O)c2ccc(Cl)cc2)cc1OC	3	101	98	8	88	95	-5	100
O=C(CN1CCC(n2cnc3cc(F)ccc32)CC1)Nc1ccccc1Br	0	103	101	2	95	106	3	104
C#CCn1c(=NC(=O)c2ccc(Br)s2)sc2cc(NC(C)=O)ccc21	15	98	92	8	85	101	-3	102
O=C(NCc1csc(-c2cccs2)n1)c1ccccc1	4	99	102	13	114	89	4	101
O=C(NC12CC3CC(CC(C3)C1)C2)c1ccc([N+](=O)[O-])cc1	1	105	100	-2	91	94	8	96
COc1ccc(C(=O)CCC(C)(C)[N+](=O)[O-])cc1OC	2	89	94	2	99	92	2	91
Cc1cccc(S(=O)(=O)NNC(=O)Cc2cccn2C)c1	1	95	94	-12	93	91	-2	97
Cc1cccc(C(=O)NC(=S)NNC(=O)c2cccs2)c1	18	107	107	-16	113	93	-14	107
COc1ccc(C(=O)C2CCCN(Cc3c[nH]c4ccccc34)C2)c(OC)c1 (stereo not drawn)	18	100	104	19	106	95	-5	98
COc1ccccc1OCc1ccc(C(=O)Nc2ccc(Cl)cn2)o1	6	105	92	-12	94	91	-5	92
CC(C)C(=O)Nc1nnc(S(=O)(=O)N2CCCCCC2)s1	7	99	104	-1	102	103	5	99
CC(OC(=O)c1cc(S(=O)(=O)N2CCOCC2)ccc1Br)C(=O)N1CCOCC1 (stereo not drawn)	0	103	105	5	107	94	-1	101
COCc1cc(C)nc(SCc2ccc(Cl)cc2)c1C#N	0	100	92	4	94	93	2	101
COc1ccc(C(=O)NCC(C)(C)CNC(=O)c2ccc(OC)cc2)cc1	1	96	100	3	103	98	2	99
Cc1ccc2c(c1C)NC(C)CC2C (stereo not drawn)	-1	95	96	-2	/	93	-5	93
COc1ccc(-c2nc(CN3CCN(C(=O)c4ccco4)CC3)c(C)o2)cc1OC	3	88	95	6	93	96	-4	87
Cc1nc(COC(=O)c2ccc(CO)cc2)cs1	1	98	101	5	106	103	4	100
COc1ccc(CNC(=O)Cn2cc3c(n2)CCCCC3)cc1	4	98	102	6	101	94	1	106
O=S(=O)(NC1CC2CCC1C2)c1ccc2c(c1)OCCO2 (stereo not drawn)	3	98	97	-2	107	94	8	96
C=CCC1c2cccc(C(=O)O)c2C(=O)N1c1ccc(F)cc1 (stereo not drawn)	-5	97	90	5	102	81	12	97
CCn1c(NCc2cccs2)nc2ccccc21	2	102	107	-4	105	102	2	104
COc1ccccc1N(CC(=O)N/N=C(\C)c1ccccc1O)S(=O)(=O)c1ccc(C)cc1	1	97	99	-2	102	102	-7	110
O=C(COc1ccc(Cl)cc1)NCCCNC(=O)c1ccncc1	4	106	102	7	97	107	5	109
COC(C/C=C/[C@@H](O)COCc1ccccc1)OC	4	103	92	0	135	95	-8	97
CC(C)(C)N1C(=O)c2ccc(C(=O)Nc3ccc(-c4nc5ccccc5[nH]4)cc3)cc2C1=O	-2	103	95	4	91	95	-2	100
COc1ccccc1-c1cnn2c(NCCc3ccccc3)cc(C)nc12	37	115	109	7	120	108	5	118
CCOC(=O)CNC(=O)CCNS(=O)(=O)c1ccc2c(c1)c(=O)n(C)c(=O)n2C	-1	103	105	4	97	103	5	103

Among those listed so far, 2 contain a COOH group:
SMILES	AHR act	RPL19A TOR yeast	AGP1 TOR yeast	procasp7 counter	LAP4 TOR yeast	CIT2-GFP yeast	proCasp3 act	MEP2 TOR yeast
C[C@H](NC(=O)Nc1ccccc1F)C(=O)O	1	92	100	-9	98	91	2	100
C=CCC1c2cccc(C(=O)O)c2C(=O)N1c1ccc(F)cc1 (stereo not drawn)	-5	97	90	5	102	81	12	97

Carrying on:
SMILES	AHR act	RPL19A TOR yeast	AGP1 TOR yeast	procasp7 counter	LAP4 TOR yeast	CIT2-GFP yeast	proCasp3 act	MEP2 TOR yeast
O=C(CN1C(=O)NC2(CCCC2)C1=O)N1CCN(c2ccccc2O)CC1	2	109	111	-3	104	112	7	109
N#Cc1cccc(NC(=O)COC(=O)c2ccc[n+]([O-])c2)c1	2	97	97	1	101	99	11	109
CC(C)(C)c1ccc(S(=O)(=O)NCc2ccc(C(=O)N3CCCC3)cc2)cc1	-1	108	113	6	115	113	6	113
Cc1nc2ccc(S(=O)(=O)Nc3cccc(-c4nc5cccnc5s4)c3)cc2s1	14	83	97	7	109	84	3	104
O=C(N/C(=C/C=C/c1ccccc1)C(=O)N1CCOCC1)c1ccccc1Cl	67*	102	104	-2	95	108	2	97
COc1ccccc1OCCn1c(=O)oc2ccc(C)cc21	7	101	107	3	115	90	-4	100
O=C(NCc1cccs1)C1CCN(S(=O)(=O)c2ccc3c(c2)OCCO3)CC1	0	92	98	4	102	104	-4	96
Cc1ccc(NC(=O)CSc2nc3[nH]ncc3c(=O)[nH]2)cc1Cl	6	101	111	-4	102	105	7	105
Cc1ccc(S(=O)(=O)Nc2ccc(O)c3cccnc23)cc1	2	94	79	-40	85	92	-21	103
Cc1cccc(C)c1NC(=O)C1=C(O)c2ccccc2N(C)S1(=O)=O	-4	101	96	6	102	89	-10	95
